Wnt act = Wnt/beta-catenin pathway activation. activation, % at 9.35 µM. actives 1.2% (n = 300,000). AID 743398. Wnt/beta-catenin reporter cell assay, activator, plate reader; in the data active = activation above about 30%, passing the limit was not always enough; inconclusive = no clear call, values can overlap the other calls;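 note: 0% = neutral control wells and 100% = positive control wells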
AddAB inh = less growth of phage-infected E. coli with AddAB; E. coli expressing H. pylori AddAB, absorbance growth; inhibition, % at 11.9 µM; actives 0.29% (n = 330,000); AID 435030; in the data active = inhibition above about 12%;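 note: 0% = vehicle wells of infected cells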
PfHsp90 yeast 2 = growth inhibition of yeast expressing Plasmodium Hsp90 | actives 0.32% (n = 310,000) | inhibition, % at 9.4 µM | S. cerevisiae expressing PfHsp90, BacTiter-Glo ATP, 48 h; yeast lacking PDR1 and PDR3 efflux regulators;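 active = every replicate shows inhibition above about 80%, whatever the replicate mean, limit read from the data; inconclusive = mean inhibition reaches the set limit but some replicate falls short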;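 note: 0% = DMSO neutral controls and 100% = 20 µM radicicol positive controls; yeast relying on Plasmodium falciparum Hsp90 in place of its own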
DAGLB inh = blocks human DAGLB lipase activity. actives 0.059% (n = 340,000). HEK293T DAGLB membrane lysate, EnzChek fluorogenic substrate. inhibition, % at 5.17 µM. Q8NCG7; in the data active = inhibition above about 34%;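 note: 0% = enzyme with vehicle and 100% = wells lacking enzyme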
Target sequence (Q8NCG7 whole entry, looked up): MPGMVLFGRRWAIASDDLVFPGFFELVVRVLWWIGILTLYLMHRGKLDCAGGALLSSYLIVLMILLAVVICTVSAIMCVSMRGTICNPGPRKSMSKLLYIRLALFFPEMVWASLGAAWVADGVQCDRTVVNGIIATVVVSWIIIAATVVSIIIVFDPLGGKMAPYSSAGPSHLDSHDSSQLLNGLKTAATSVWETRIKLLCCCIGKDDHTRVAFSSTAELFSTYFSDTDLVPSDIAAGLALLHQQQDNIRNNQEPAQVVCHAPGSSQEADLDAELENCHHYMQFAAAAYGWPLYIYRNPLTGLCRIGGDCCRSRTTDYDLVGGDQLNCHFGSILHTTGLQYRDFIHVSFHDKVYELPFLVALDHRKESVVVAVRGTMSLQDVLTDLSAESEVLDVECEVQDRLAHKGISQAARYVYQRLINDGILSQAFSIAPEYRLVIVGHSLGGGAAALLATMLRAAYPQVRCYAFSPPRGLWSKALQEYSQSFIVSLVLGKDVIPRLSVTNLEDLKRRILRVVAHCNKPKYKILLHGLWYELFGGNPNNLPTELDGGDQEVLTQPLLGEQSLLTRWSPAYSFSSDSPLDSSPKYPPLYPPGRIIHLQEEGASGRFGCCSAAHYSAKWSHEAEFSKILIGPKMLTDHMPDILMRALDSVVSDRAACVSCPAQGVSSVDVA
PvdQ inh = P. aeruginosa PvdQ acylase inhibition. purified PvdQ acylase, fluorescence plate reader. inhibition, % at 10 µM. actives 0.063% (n = 340,000); in the data active = inhibition above about 30%, passing the limit was not always enough; inconclusive = no clear call, values can overlap the other calls;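 note: 0% = vehicle neutral wells and 100% = reference inhibitor wells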
E coli growth = bacterial growth inhibition, counter-screen for AddAB inhibitors; E. coli V3065 growth, OD600 absorbance, 18 h; inhibition, % at 11.9 µM; actives 0.27% (n = 330,000);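 active = inhibition above the campaign's mean inhibition across all tested compounds plus 3 SD, cut at about 9.9% in these data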;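 note: uninfected addAB+ strain grown without phage in ampicillin broth; 0% = DMSO wells and 100% = ciprofloxacin 0.95 µg/ml wells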
CAL PDZ FP = inhibitors of human CAL PDZ peptide binding | Q9HD26 | purified CAL PDZ, TMR-peptide fluorescence polarization, 1 h | inhibition, % at 20 µM | actives 0.02% (n = 330,000);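 active = highest replicate inhibition of at least 40%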;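 note: plate controls were DMSO neutral control wells for no effect and unlabeled competitor peptide control wells for full effect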
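Test system: tagged CAL PDZ domain / Buffer or medium: sodium phosphate/NaCl buffer pH 7.4 with TCEP, IgG, Thesit / Reagent: TMR-labelled reporter peptide T*-PRC34 bound in PDZ groove / Compound dosing: single point, 20 µM / Schedule: 1 h incubation at room temperature before polarization reading / Technique: fluorescence polarization (mP) / Benchmarks: unlabelled peptide, DMSO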
Tat export inh = E. coli Tat transport inhibition; E. coli MC4100 TorA-mCherry Tat export, fluorescence; inhibition, % at 10 µM; actives 0.036% (n = 340,000); AID 488895;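 active = mean replicate inhibition at least 50% and at least half of replicates individually reaching 50%; inconclusive = only one of the two criteria met; inactive = neither criterion met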;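 note: exported cargo escapes ClpAP degradation while cytoplasmic cargo is degraded and loses fluorescence; 0% = median of neutral control wells and 100% = median of NaSCN control wells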
phage Ecoli inh = E. coli growth loss with phage present | growth absorbance | inhibition, % at 11.9 µM | actives 0.26% (n = 360,000); in the data active = inhibition above about 11%
Rtt109 Vps75 = inhibitors of Candida albicans Rtt109/Vps75 histone acetyltransferase. actives 0.16% (n = 330,000). purified Rtt109/Vps75, ThioGlo CoA-SH fluorescence, 4 h. inhibition, % at 34.9 µM. Q5AAJ8;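 active = inhibition of at least 50% in every replicate; inconclusive = best replicate reaches 50% inhibition but some replicates fall short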
Target sequence (Q5AAJ8 whole entry, looked up): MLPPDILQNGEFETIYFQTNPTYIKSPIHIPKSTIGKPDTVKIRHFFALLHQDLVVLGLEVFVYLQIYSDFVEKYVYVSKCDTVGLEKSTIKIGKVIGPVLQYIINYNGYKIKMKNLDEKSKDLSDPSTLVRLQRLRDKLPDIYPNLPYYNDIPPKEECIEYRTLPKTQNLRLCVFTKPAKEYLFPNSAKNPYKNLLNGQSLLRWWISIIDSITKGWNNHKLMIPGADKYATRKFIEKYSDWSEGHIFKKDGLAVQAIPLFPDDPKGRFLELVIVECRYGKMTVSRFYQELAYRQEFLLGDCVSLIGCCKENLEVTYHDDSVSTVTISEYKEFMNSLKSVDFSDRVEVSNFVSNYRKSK
* marks the source's active call; other numbers are inactive results; ? = inconclusive; nt = no result given.

Values in the order: Wnt act, AddAB inh, PfHsp90 yeast 2, DAGLB inh, PvdQ inh, E coli growth, CAL PDZ FP, Tat export inh, phage Ecoli inh, Rtt109 Vps75
COc1cc(Oc2nc(C(F)(F)F)nc3ccccc23)ccc1C=O
  2.1, 2.7, 5.0, -9.0, -2.4, -0.8, -2.2, 4.6, 2.8, nt
COc1ccc(Cc2nnc(NC(=O)c3ccc(OC(C)=O)cc3)s2)cc1OC
  4.2, 3.0, -19.8, -5.8, 2.1, 1.3, 0.4, -4.4, 3.1, 11.6
CC(C)[C@H](N)C(=O)N1CCC(C(=O)N[C@@H](Cc2ccccc2)C(=O)NCc2ccc(F)cc2)CC1
  0.2, 0.9, -4.3, -3.8, 0.0, 1.8, -1.5, 6.7, -3.8, 7.8
C=CCNC(=O)c1onc(CSc2cccc(Cl)c2)c1C(=O)O
  -4.6, -0.2, 19.3, 9.1, -12.8, 1.2, -1.5, 2.4, -0.9, 8.0
CCOc1ccc(NS(=O)(=O)c2ccc3c(c2)N(C(C)=O)CCS3)cc1
  -1.7, 4.9, 14.1, 1.9, -25.1, 2.7, -1.9, -5.7, 4.2, 20.3
Cc1cc(=O)oc2c3c(cc(OCC(=O)NC4CC4)c12)OC(C)(C)CC3
  -1.3, 2.4, 12.2, 0.6, -2.0, -1.0, -0.2, -5.4, 2.8, -21.5
CCN(CC)CCN(C)Cc1nc(C(c2ccccc2)c2ccccc2)no1
  -1.1, 3.0, 5.8, -2.1, -2.0, 1.5, 0.2, 1.5, -2.4, 6.6
CCc1noc(C)c1C(=O)Nc1ccc(C#N)cc1
  4.2, -1.4, nt, -1.6, 14.6, 0.5, -3.2, -2.0, 1.9, 16.7
CC(C)(C)c1ccc(-c2nc(C#N)c(N3CCC(C(N)=O)CC3)o2)cc1
  -0.3, -2.0, -2.9, 1.1, 0.8, -1.0, -1.1, 8.6, -3.6, 2.5
CCNc1ccc(C(=O)O)cc1N
  0.3, 3.9, 22.3, 1.1, -7.0, 0.2, -1.1, -7.4, 1.7, 0.9
COCCN=C1NN=C(c2ccc(C)c([N+](=O)[O-])c2)CS1
  7.0, -0.8, -18.5, 1.8, -7.2, 0.2, -1.3, 1.3, 3.7, 8.3
CC1CCC(NC(=O)CC(C)(C)Cc2nc3ccccc3c(=O)[nH]2)CC1 (configuration not stated)
  0.2, 1.3, 19.6, -0.4, -13.6, -0.8, 0.0, 0.5, 1.4, 4.7
O=C(NCCCl)Nc1ncn[nH]1
  -2.8, nt, -9.3, 3.1, -10.4, nt, -0.2, -10.3, 3.2, 3.8
COc1ccc(C(=O)c2coc3ccc(O)cc23)cc1
  2.1, 2.0, -41.6, 2.5, -7.9, -2.5, -1.3, 5.7, 4.0, -6.2
O=C(NCCC1=CCCCC1)C1CCN(Cc2cnn(-c3ccccc3)c2-n2cccc2)CC1
  nt, 3.3, -13.8, -2.0, -13.5, -5.4, -1.7, -0.9, 1.4, 8.0
CCOC(=O)Cc1csc(NC(=O)c2cccc(Cl)c2)n1
  9.1, 0.4, nt, nt, nt, -1.8, nt, nt, -3.2, nt
CN(C)c1ccc(C(=O)c2ccccc2C(=O)O)c(O)c1
  0.7, 2.9, -23.6, -1.4, -9.3, 0.0, -2.5, -3.1, 2.4, -8.7
CCCCNC(=O)NS(=O)(=O)c1ccc(NS(=O)(=O)c2ccccc2)cc1
  -5.2, 3.8, nt, -0.6, -1.9, -1.3, -2.1, -2.1, 1.9, -5.6
Cn1cc(P(=O)(N2CCOCC2)N2CCOCC2)cc1P(=S)(N1CCOCC1)N1CCOCC1
  -0.5, 4.3, 38.5, 1.9, -6.9, -0.1, 0.4, -3.7, 5.4, 4.0
O=C(NCc1cccnc1)c1ccc(S(=O)(=O)N2CCCCCC2)cc1
  -1.2, 3.1, 15.6, -1.6, -4.3, -0.4, -1.9, -3.4, 2.1, -16.6
O=C(CN1CCc2cc3c(cc2C1)OCCCO3)Nc1cccc(Br)c1
  -0.4, 2.3, 1.6, -3.5, -8.4, 0.3, -3.1, 7.5, 1.2, -2.9
COc1ccc(OC)c(NC(=O)N2CCCC(C(=O)c3ccccc3OC)C2)c1 (configuration not stated)
  -0.8, -1.0, -15.2, -0.1, -6.3, -0.4, 0.0, 1.1, 1.1, -5.3
Cc1ccsc1/C=C/C(=O)O
  -1.9, 2.8, 9.2, 2.9, -9.6, 0.7, -0.1, -10.0, 2.8, -6.5
O=C(COC(=O)Cc1n[nH]c(=O)c2ccccc12)NNC(=O)c1ccc(Br)cc1
  -1.1, -2.2, -7.4, -0.1, -5.4, -0.9, -1.1, -5.1, -0.1, -1.1
CCCC1(C(=O)OCC)NC(c2ccc(N(C)C)cc2)C2C(=O)N(c3ccc4c(c3)OCCO4)C(=O)C21 (configuration not stated)
  nt, 1.6, 8.4, 0.7, -14.3, -0.5, -0.9, 2.0, 2.4, -0.3
COc1ccccc1CNC(=O)CCCC(=O)n1ncc2cc(C)ccc21
  0.6, 1.4, 40.9, -1.9, -15.8, -0.4, 0.0, -0.2, 1.6, 3.0
Cc1ccc(NC(=O)c2cnccn2)nc1
  0.0, nt, -2.2, 1.9, -5.4, nt, -1.5, -7.7, 0.0, -4.7
COc1ccc(CN2C(=O)C(C)Oc3ccccc32)cc1 (configuration not stated)
  1.1, -1.1, -3.7, -5.2, -11.0, -0.8, 0.1, 15.7, 4.4, 0.4
CCOc1cc(CNc2ccc(S(N)(=O)=O)cc2)ccc1OCC(=O)NC(C)(C)C
  -0.3, -1.5, 6.3, -4.8, 8.2, -4.0, -1.8, -0.6, 0.7, 2.4
O=C(CSc1nc2ccccc2o1)Nc1ccc(N2CCOCC2)cc1
  nt, 13.2*, nt, 2.0, 0.0, 13.4*, nt, -10.6, 10.2, -0.1

Overlap with the part before: two compounds; new compounds follow.
Values in the order: Wnt act, AddAB inh, PfHsp90 yeast 2, DAGLB inh, PvdQ inh, E coli growth, CAL PDZ FP, Tat export inh, phage Ecoli inh, Rtt109 Vps75
CCOc1cc(CNc2ccc(S(N)(=O)=O)cc2)ccc1OCC(=O)NC(C)(C)C
  -0.3, -1.5, 6.3, -4.8, 8.2, -4.0, -1.8, -0.6, 0.7, 2.4
O=C(CSc1nc2ccccc2o1)Nc1ccc(N2CCOCC2)cc1
  nt, 13.2*, nt, 2.0, 0.0, 13.4*, nt, -10.6, 10.2, -0.1
COc1ccccc1CN1CCNC(=O)C1CC(=O)N(C)Cc1ccon1 (configuration not stated)
  -1.2, -1.0, 8.8, -0.7, -13.7, 1.8, -2.1, 5.1, 3.3, -3.8
NC(=O)C1(N2CCCCC2)CCN(C(=O)NC2CCCCC2)CC1
  nt, 2.4, 9.9, 0.5, -13.8, 2.2, 0.2, -5.0, 0.5, 1.2
O=C(NNC(=S)NC1CC2C=CC1C2)c1cccnc1 (configuration not stated)
  -0.8, -0.6, -7.8, nt, 7.1, -1.4, 0.4, 20.5, -0.6, ?
CCNC(=O)CC1SC(=Nc2ccc(Cl)cc2)N(CC)C1=O (configuration not stated)
  -2.1, 2.5, 7.3, -0.3, 10.8, 0.3, -3.4, 1.2, 4.3, nt
O=C(OCc1nnc(-c2ccccc2)o1)c1ccc(CO)cc1
  -0.1, -2.1, -24.0, -1.6, 4.9, 1.6, -1.7, 0.4, 2.5, 6.6
O=C(N/N=C/c1ccccc1)c1ccco1
  13.9, 0.6, 18.7, 0.8, -4.5, 2.3, -0.5, 1.0, 0.7, -2.1
O=C(CSc1nc(N2CCOCC2)nc(N2CCOCC2)n1)Nc1ccc([N+](=O)[O-])cc1
  1.3, 2.0, 4.7, -0.8, 5.9, 3.6, -1.6, -13.4, -0.6, -7.3
O=C(NC1CCCCC1)C1CC(O)CN1C(=O)OCc1ccccc1 (configuration not stated)
  nt, 2.9, 5.7, -1.8, -13.6, 1.1, nt, -4.9, 3.0, -0.4
O=C(NCc1ccco1)C1CCCN(S(=O)(=O)c2cccc3nsnc23)C1 (configuration not stated)
  nt, 1.3, 9.9, -5.7, -9.0, -0.6, -1.6, 0.6, 0.2, -8.5
O=C1C2Sc3[nH]c(=O)sc3C(c3ccccc3)C2C(=O)N1c1ccccc1 (configuration not stated)
  nt, -0.4, 10.9, 3.9, -6.8, 1.8, -0.8, -1.9, 1.6, 2.2
C/C(=N\NS(=O)(=O)c1ccc(C)cc1)c1cc2ccccc2oc1=O
  -0.1, 1.5, 33.0, 3.6, -22.2, -1.4, 0.6, 0.2, 4.1, -5.9
Cn1c(=S)oc2ccccc21
  -1.5, 1.8, -6.3, -1.9, -13.0, 2.5, -0.8, 0.3, 0.3, 0.9
C#CCN(C(=O)c1ccc(OC2CCN(C(=O)CCOC)CC2)cc1)C1CCCCC1
  1.0, nt, -7.1, -1.8, -7.1, nt, -7.9, -2.0, -0.2, 0.5
O=C(CCCOc1ccccc1)NCC1CCCO1 (configuration not stated)
  nt, 0.4, -13.8, -0.3, -11.5, 0.9, -2.5, 2.2, -0.9, -3.9
COc1ccc(NC(=O)CSc2nnc(C3CC3)n2C)cc1S(=O)(=O)N1CCCCC1
  -6.6, 1.3, -6.9, -1.2, -9.4, 1.9, 0.2, 0.4, 0.5, 0.2
CC1CCN(S(=O)(=O)c2ccc(NC(=O)c3ccccc3F)cc2)CC1
  -5.2, 4.3, 9.9, -2.0, 5.5, 3.5, -2.5, 1.1, 1.7, -0.2
Cn1cc(C(=O)c2ccc(Cl)cc2Cl)cc1C(=O)NN
  0.9, -1.0, 7.6, -3.3, -2.3, -3.1, -0.8, -13.3, 4.0, -4.7
COc1ccc(-c2nnn(CC(=O)N3CCN(c4ccccc4OC)CC3)n2)cc1OC
  -2.3, 0.5, -2.3, 1.9, 4.0, -2.8, -0.3, -0.4, 0.9, 0.9
CC(C(=O)O)N1C(=O)/C(=C/C=C/c2ccco2)SC1=S (configuration not stated)
  nt, -1.2, 2.0, 1.6, -5.0, 0.2, 0.1, 1.8, 3.8, 28.0
O=C1C=C(c2cc(Cl)cc(Cl)c2)C[C@@H](c2ccc3c(c2)OCO3)C1
  -1.5, 3.5, -14.1, -5.0, -6.8, -1.1, -0.2, -1.7, -0.6, 2.0

Random draw from the library; any-hit rate near 1.9%.
